BAZ2B inh: blocks human BAZ2B; Q9UIF8; AlphaScreen BAZ2B-H3K14Ac peptide displacement; AID 504333; 360,000 compounds, 4.4% hits; Potency, µM (doses to about 114 µM), without a hit: at the highest dose activity change, negative = inhibition, actives largely listed as inhibitors; further: on the % scale 0 is the no-effect control and ±100 the full control effect; nearly all actives have a fitted effect of over 60% in size
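AlphaScreen displacement of biotin-H3(5-23)K14Ac peptide (50 nM final) from BAZ2B (50 nM final) in PBS pH 7.4, 0.01% Tween-20; complex preformed 30 min RT, then compounds (top 110 uM) 30 min RT, beads 20 min dark.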
APEX1 inh: blocks human APE1 abasic DNA cleavage; P27695; recombinant APE1, TAMRA/BHQ-2 abasic DNA cleavage fluorescence; Potency, µM (series often up to 65.8 µM), without a hit: top-dose activity change, negative = inhibition, hits mostly inhibitors; 350,000 compounds, 0.35% hits; AID 2517;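 further: plate controls were vehicle for no effect and reference inhibitor for full effect; nearly all actives have a fitted effect of over 55% in size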
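APE1 at 0.75 nM preincubated 15 min at room temperature with compound. Reaction then started with 50 nM double-stranded THF-abasic substrate labelled with TAMRA/BHQ-2, and 525/598 nm fluorescence read kinetically. Activity taken as third-minus-first read difference, normalized to DMSO and NSC13755 controls.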
BLM helicase inh: Bloom syndrome helicase (human) inhibition | P54132 | 350,000 compounds, 0.2% hits | recombinant BLM DNA unwinding, fluorescence dequenching | AID 2528 | Potency, µM (titrated, usually from 56.1 µM), for inactives: at the highest dose activity change, negative = inhibition, most hits filed as inhibitors;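 further: plate controls were vehicle for no effect and no enzyme for full effect; nearly all actives have a fitted effect of over 35% in size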
Target sequence (P54132 whole entry, looked up): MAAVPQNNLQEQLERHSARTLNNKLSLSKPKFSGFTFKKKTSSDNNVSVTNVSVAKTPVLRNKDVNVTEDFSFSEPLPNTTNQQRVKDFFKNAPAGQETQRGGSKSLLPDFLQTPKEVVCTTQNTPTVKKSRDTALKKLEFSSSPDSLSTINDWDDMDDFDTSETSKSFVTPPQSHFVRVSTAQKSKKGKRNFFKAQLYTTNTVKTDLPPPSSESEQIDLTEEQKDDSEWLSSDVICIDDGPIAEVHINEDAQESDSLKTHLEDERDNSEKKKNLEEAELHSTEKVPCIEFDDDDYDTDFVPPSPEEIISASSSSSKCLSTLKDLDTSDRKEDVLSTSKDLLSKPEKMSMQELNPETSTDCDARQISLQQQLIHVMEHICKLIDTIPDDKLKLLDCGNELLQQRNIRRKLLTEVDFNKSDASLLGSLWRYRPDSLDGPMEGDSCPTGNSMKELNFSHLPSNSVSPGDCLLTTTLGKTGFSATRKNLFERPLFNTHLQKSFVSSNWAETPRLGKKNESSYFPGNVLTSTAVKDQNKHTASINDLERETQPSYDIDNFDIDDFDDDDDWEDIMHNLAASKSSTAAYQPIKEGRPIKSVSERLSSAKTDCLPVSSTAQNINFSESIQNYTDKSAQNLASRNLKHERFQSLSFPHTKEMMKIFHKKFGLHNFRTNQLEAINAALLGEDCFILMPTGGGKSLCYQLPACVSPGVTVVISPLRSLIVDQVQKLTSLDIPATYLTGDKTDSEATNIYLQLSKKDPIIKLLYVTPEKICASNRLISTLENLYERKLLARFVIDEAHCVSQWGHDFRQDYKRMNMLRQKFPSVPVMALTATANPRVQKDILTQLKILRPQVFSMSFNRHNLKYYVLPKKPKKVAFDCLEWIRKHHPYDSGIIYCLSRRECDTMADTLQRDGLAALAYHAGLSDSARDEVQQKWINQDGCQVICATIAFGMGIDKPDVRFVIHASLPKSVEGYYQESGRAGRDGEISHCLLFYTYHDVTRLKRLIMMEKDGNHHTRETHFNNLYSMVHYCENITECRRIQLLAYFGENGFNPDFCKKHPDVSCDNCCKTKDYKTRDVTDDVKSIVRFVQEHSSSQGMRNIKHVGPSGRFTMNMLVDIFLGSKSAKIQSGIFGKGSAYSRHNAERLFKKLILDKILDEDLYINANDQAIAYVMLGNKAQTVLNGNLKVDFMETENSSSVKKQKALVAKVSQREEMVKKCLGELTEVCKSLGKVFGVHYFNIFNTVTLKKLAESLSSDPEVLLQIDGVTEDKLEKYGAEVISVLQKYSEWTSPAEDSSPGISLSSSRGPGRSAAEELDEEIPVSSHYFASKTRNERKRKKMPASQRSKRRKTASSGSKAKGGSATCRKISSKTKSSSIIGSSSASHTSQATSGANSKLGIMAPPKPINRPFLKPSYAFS
POLB inh: blocks human DNA polymerase beta activity | AID 485314 | Potency, µM (highest dose often 114 µM), for inactives: top-dose activity change, negative = inhibition, actives largely listed as inhibitors | Pol beta primer extension/strand displacement, fluorescence kinetic | 340,000 compounds, 1.3% hits; further: on the % scale 0 is the no-effect control and ±100 the full control effect
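Pol beta (10 nM) was preincubated with compound for 15 min at room temperature. The reaction was then started with 50 nM substrate and read immediately and after a further 10 min at room temperature.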
G9a inh: blocks human histone lysine methyltransferase G9a; G9a H3K9 monomethylation, AlphaScreen, 2 h; Potency, µM (doses to about 102 µM), without a hit: at the highest dose activity, negative = inhibition, actives largely listed as inhibitors; 350,000 compounds, 8.8% hits; AID 504332; further: on the % scale 0 is the no-effect control and ±100 the full control effect; nearly all actives have a fitted effect of over 75% in size
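Readings reflect AlphaScreen signal from monomethyl-H3K9 antibody detection. HMT at 20 nM; substrate b-H3K9 500 nM; cofactor SAM 20 uM; 2 h RT reaction; compounds tested as titrations in qHTS with 15 min preincubation.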
POLI inh: blocks human DNA polymerase iota activity; Q9UNA4; Pol iota fluorescent replication assay, 10 min; Potency, µM (doses to about 115 µM), for inactives: at the highest dose activity, negative = inhibition, hits mostly inhibitors; 390,000 compounds, 1% hits; AID 588590
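Fluorescent replication assay read twice, at 0 min and 10 min after adding 50 nM (final) substrate. Enzyme (10 nM) and compounds were first incubated 15 min at room temperature; enzyme-free buffer wells were negative controls.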
Anesthetic bind: candidate novel general anesthetic via apoferritin binding; P02791; apoferritin/1-aminoanthracene competitive binding, fluorescence; Potency, µM (top dose mostly 77.5 µM), for inactives: at the top dose activity change, negative = displacement, actives largely listed as inhibitors; 350,000 compounds, 0.074% hits; AID 485281; further: on the % scale 0 is the no-effect control and ±100 the full control effect; nearly all actives have a fitted effect of over 20% in size
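Horse-spleen apoferritin (10 uM) was mixed with 50% saturated 1-aminoanthracene in PBS, exposed to compounds for 10 min at room temperature, and read for fluorescence (ex 380 nm, em 535 nm). Competitive displacement was fitted with a four-parameter Hill equation.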
Pol eta inh: inhibitors of human DNA polymerase eta | recombinant Pol eta, fluorescent DNA replication assay | Potency, µM (series often up to 114 µM), inactives show top-dose activity change, negative = inhibition, hits mostly inhibitors | 390,000 compounds, 1.2% hits | AID 588591; further: on the % scale 0 is the no-effect control and ±100 the full control effect
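Fluorescent replication assay: 50 nM final substrate added after a 15 min room-temperature compound preincubation with 10 nM enzyme. Signal taken at 0 min and again at 10 min.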
Pol kappa inh: inhibitors of human DNA polymerase kappa; purified Pol kappa, fluorescent DNA synthesis assay, 10 min; Potency, µM (doses to about 107 µM), for inactives: at the top dose activity, negative = inhibition, hits mostly inhibitors; 400,000 compounds, 0.53% hits; further: on the % scale 0 is the no-effect control and ±100 the full control effect
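10 nM Pol kappa was preincubated with compounds for 15 min at room temperature. Reaction started with 50 nM (final) substrate. Fluorescence read kinetically at 0 and 10 min.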
The depositor's hits bear a star; ? = inconclusive; · = not tested or not shown; & = joins results of further samples; [ ] = remark or other dose. The call rests on the fitted dose curve; in most records, active means well fitted curve in the direction sought with a large enough effect; inconclusive means small, poorly fitted or top-dose-only effect, or another doubt; inactive means no such curve, though single readings can be large; an effect the other way counts as inactive or inconclusive. Potency means the concentration at half of the fitted maximal effect.

entry	Compound	BAZ2B inh	APEX1 inh	BLM helicase inh	POLB inh	G9a inh	POLI inh	Anesthetic bind	Pol eta inh	Pol kappa inh
1	COc1ccc(C2N3CC(C)(C)CN23)cc1 (configuration not stated)	-14%	1%	-3%	-1%	12%[59 µM]	·	-17%	·	·
2	CC[N+](C)(CC)CCCCOc1ccc2c(c1)C(=O)c1cc(OCCCC[N+](C)(CC)CC)ccc1-2	?	-5%	-29%	?	32µM*	14µM*	-8%	?	?
3	C=CCn1c(O)c(C(CC)=Nc2ccc(N(C)C)cc2)c(=O)[nH]c1=O	?	-3%	-7%	32%	·	42%[activator]	-4%	-15%	6%
4	COc1ccc(CCNCc2ccc(F)cc2)cc1OC	13%	9%	-1%	-3%	77%[activator][59 µM]	11%	-13%	4%	3%
5	CC(C)NC(C)C	·	5%	4%	·	11%[59 µM]	·	·	·	-3%[60.1 µM]
6	CCN1C(=O)/C(=C/c2ccc3c(c2)CCN3CCCCl)C(=O)NC1=S	40µM*	-11%	?	28µM*	?	14µM*	-16%	13µM*	45µM*
7	O=C(CCC(=O)N1CCC2(CC1)OCCO2)Nc1nnc(C2CCCCC2)s1	1%	14%	-3%	35%	·	-9%	8%	0%	-3%
8	CC(C)CNC(=O)c1c(N)n(Cc2ccc3c(c2)OCO3)c2nc3ccccc3nc12	22%	-2%	10µM*	-3%	-19%	?	-19%	-13%	-11%
9	COP(=O)(c1ccc(N(C)C)cc1)C(O)c1ccccc1 (configuration not stated)	-17%	75%[activator]	1%	-3%	1%	67%[activator]	0%	-8%	3%
10	Cc1cccc2sc(NC(=O)c3cccn(Cc4ccccc4)c3=O)nc12	-12%	·	-4%	-25%	20%[59 µM]	-12%	0%	-17%	-7%[60.1 µM]
11	Cc1ccccc1N1CCN(C2CCCN(C(=O)COc3ccccc3)C2)CC1 (configuration not stated)	6%	2%	-5%	10%	57%[activator]	18%	-12%	-9%	-16%
12	N[C@@H](Cc1ccccc1)C(=O)N1C[C@H]2C[C@@H](C1)c1cccc(=O)n1C2	-4%	21%	5%	-1%	?	26%	-5%	-15%	8%
13	COc1ccc(CN2CCCC(C(=O)c3ccc(Cl)cc3)C2)c(O)c1 (configuration not stated)	3%	4%	-1%	25%	·	-3%	-2%	-13%	-17%
14	CC1(C)[C@H](C(=O)O[C@H](C#N)c2cccc(Oc3ccccc3)c2)[C@@H]1C=C(Br)Br	·	-2%	-6%	·	·	·	11%	·	7%[60.1 µM]
15	CCn1c(O)c(C(=O)CC2NCCc3ccccc32)c(=O)n(CC)c1=S (configuration not stated)	?	-8%	-10%	23%	?	21%	-11%	-4%	-3%
16	Cc1ccc(N2C(=O)NC(=O)/C(=C\c3cc(C)n(-c4sc5c(c4C#N)CCCC5)c3C)C2=O)cc1	?	2%	-20%	?	?	?	-13%	20µM*	-37%
17	COc1cccc(CN2CCNCC2)c1OC	?	9%	-3%	32%	-3%	166%[activator]	-1%	-16%	-4%
18	O=[N+]([O-])c1ccc(Nc2ccccc2)cc1	13%	1%	-6%	-24%	14%[59 µM]	7%	?	2%	0%[60.1 µM]
19	CCN1C(=O)NC(=O)/C(=C\c2ccc(N3CCOCC3)cc2OC)C1=O	-24%[57.1 µM]	?	-1%	-1%	0%	·	-10%	·	·
20	Clc1ccc(-c2nc3ccc(Cl)cn3c2CN2CCOCC2)cc1	2%	?	-3%	-15%	?	4%	-2%	7%	-2%

Three entries from above, with two lines to a compound.
Each structure is followed by: BAZ2B inh | APEX1 inh | BLM helicase inh | POLB inh | G9a inh | POLI inh | Anesthetic bind | Pol eta inh | Pol kappa inh
[16] Cc1ccc(N2C(=O)NC(=O)/C(=C\c3cc(C)n(-c4sc5c(c4C#N)CCCC5)c3C)C2=O)cc1
 : ? | 2% | -20% | ? | ? | ? | -13% | 20µM* | -37%
[17] COc1cccc(CN2CCNCC2)c1OC
 : ? | 9% | -3% | 32% | -3% | 166%[activator] | -1% | -16% | -4%
[18] O=[N+]([O-])c1ccc(Nc2ccccc2)cc1
 : 13% | 1% | -6% | -24% | 14%[59 µM] | 7% | ? | 2% | 0%[60.1 µM]

Next section:
entry	Compound	BAZ2B inh	APEX1 inh	BLM helicase inh	POLB inh	G9a inh	POLI inh	Anesthetic bind	Pol eta inh	Pol kappa inh
21	CCN[C@]1(c2cccs2)CCCCC1=O	·	·	1%[21.4 µM]	·	18%[21.5 µM]	·	-13%[29.3 µM]	·	2%[19.4 µM]
22	C[C@@H]1CC[C@H]2[C@@H](C)C(=O)O[C@@H]3O[C@@]4(C)CC[C@@H]1[C@]32OO4	13%	-8%&5%	-2%	-1%	·	6%	?	-15%	15%
23	ClCCNc1nc2ccc(Cl)cc2[nH]1	-30%	1%	-1%	30%	11%[12.7 µM]	4%	-9%	-1%	-13%
24	CCC(C)(C)n1nnnc1C(c1cccs1)N1CC=C(c2ccc(F)cc2)CC1 (configuration not stated)	-3%	0%	-8%	-1%	11%[59 µM]	15%	?	5%	-14%
25	COc1ccccc1-n1c(-c2ccccc2Cl)nc2ccccc2c1=O	-24%	10%	-4%	18%	17%	6%	-15%	-15%	-11%
26	O=c1c2ccccc2cnn1Cc1n[nH]c(=S)n1C1CC2CCC1C2 (configuration not stated)	-9%	-1%	-3%	1%	-132%[59 µM]	62%[activator]	4%	-5%	-6%
27	O=C1NC(=O)C(C/C=C/c2ccccc2)C(=O)N1	-6%	2%	-2%	17%	25µM*	1%	-6%	-6%	-2%
28	CCCc1[nH]nc2c1C(c1cc(OC)cc(OC)c1)C(C#N)=C(N)O2 (configuration not stated)	?	-1%	-1%	5%	-20%	-7%	-3%	-5%	0%
29	Cc1ccc(-n2c(=O)[nH]c3ccc(Br)cc3c2=O)cc1	1%	·	1%	0%	5%[59 µM]	-18%	5%	-10%	1%
30	N=c1c2c(n(Cc3ccc(Cl)cc3Cl)c3c1CCC3)CCCC2	-5%	6%	-2%	?	3%[12.7 µM]	7%	3%	-1%	-6%
31	O=[N+]([O-])c1ccc(-c2ccccc2)c([As](=O)(O)O)c1	?	-2%	-2%	?	13µM*	?	-4%	-1%	-19%
32	Cc1cc(C)cc(N2C(=O)NC(=O)/C(=C\C=C\c3ccco3)C2=O)c1	?	12%	2%	28µM*	11µM*	22µM*	-8%	18µM*	40µM*
33	O=C(c1cc(F)ccc1F)C1CCCN(Cc2cc(Cl)ccc2O)C1 (configuration not stated)	32%	-10%	-4%	21%	5%[0.501 µM]	76%[activator]	-22%	-21%	-16%
34	CCCCn1c(=O)c(C(=O)Nc2ccc(C)cn2)c(O)c2ccccc21	7%	-10%	-4%	29%	·	10%	-12%	-6%	-2%
35	C=CCN1C(=O)NC(=O)/C(=C/c2ccc(N(C)C)c(Br)c2)C1=O	-33%	-6%	-2%	-14%	16µM*	14%	?	-10%	2%
36	CN(C)C1(CNC(=O)c2cc(S(=O)(=O)N3CCOCC3)c(Cl)cc2Cl)CCCCC1	8%	9%	·	·	?	27%	·	-19%	-12%
37	CC1N=C(c2ccccc2)c2cc(Br)ccc2NC1=O (configuration not stated)	-13%	23%	-7%	6%	-5%	-16%	-9%	-9%	-3%
38	C[N+]1(C)CCc2cc3c(cc2C1C1OC(=O)c2c1ccc1c2OCO1)OCO3 (configuration not stated)	·	17%&-5%	-4%	15%[57.1 µM]	?	-1%[58.9 µM]	-6%	-3%[57.1 µM]	16%[60.1 µM]
39	CC(C)Cc1nnc(NC(=O)CCC(=O)N2CCN(CCOC(c3ccccc3)c3ccccc3)CC2)s1	?	-4%	-2%	-18%	4%[59 µM]	4%	-19%	-27%	-3%
40	COc1cccc(-c2nc3c(C#N)c[nH]n3c2NC2CCCCC2)c1OC	4%	·	-3%	-4%	-8%[59 µM]	33%[activator]	1%	-7%	0%
41	CCC(=O)N1N=C(c2c(O)n(CCc3ccccc3)c(=O)[nH]c2=O)CC1c1ccc(OC)c(OC)c1 (configuration not stated)	-6%	-6%	-8%	18%	3%	69%[activator]	-4%	-23%	2%
42	O=C(Cc1ccccc1)Oc1coc(CSc2ncccn2)cc1=O	·	17%	-2%	27%	-7%	-1%	-13%	1%	0%
43	CN1C(=O)N(C)C(=O)C2(Cc3c(nc4ccccn4c3=O)N3CCC(Cc4ccccc4)CC32)C1=O (configuration not stated)	8%	-1%	2%	2%	-21%	·	-12%	·	·
44	Cc1nc2ccc(Cl)cc2c(=O)n1-c1ccccc1Cl	3%	0%	-8%	0%	·	24%	-17%	-11%	-1%
45	CCCNC(=O)N1[C@H]2CC[C@@H]1C(C(=O)OC)=C(c1ccc(Cl)c(C(F)(F)F)c1)C2	17%	4%	·	·	8%[0.501 µM]	3%	·	-9%	-14%
46	CC[N@+]1(C)CCC[C@@H](OC(=O)C(O)(c2ccccc2)c2ccccc2)C1	·	-1%[21 µM]	2%[21.4 µM]	·	14%[21.5 µM]	·	3%[29.3 µM]	·	-3%[12 µM]
47	Cc1nc2ccccc2c(=O)n1-c1ccc(-c2ccccc2)cc1	-2%	7%	-4%	-1%	11%	-6%	-6%	-13%	14%
48	CCCC(C)c1nnc(NC(=O)CCS(=O)(=O)c2ccccc2)s1 (configuration not stated)	?	4%	-2%	-2%	4µM*	21%	-14%	-8%	3%
49	C=C1C/C(=C\C)C(=O)O[C@@H]2CCN3CC=C(COC(=O)[C@@]1(C)O)[C@H]23	·	-1%[21 µM]	-1%[21.4 µM]	·	22%[21.5 µM]	·	2%[29.3 µM]	·	-6%[12 µM]
50	O=C1C(=O)c2cccc3cccc1c23	-37%	19%	-11%	1%	?	4%	-11%	-20%	-5%
51	Cc1ccc(-n2nc3ccc(NC(=O)COc4ccccc4C)cc3n2)cc1	-2%	·	-3%	0%	25%[59 µM]	37%[activator]	2%	-19%	9%

2 of these compounds in a different format.
Below each SMILES – BAZ2B inh, APEX1 inh, BLM helicase inh, POLB inh, G9a inh, POLI inh, Anesthetic bind, Pol eta inh, Pol kappa inh
(41) CCC(=O)N1N=C(c2c(O)n(CCc3ccccc3)c(=O)[nH]c2=O)CC1c1ccc(OC)c(OC)c1 (configuration not stated)
  -6%, -6%, -8%, 18%, 3%, 69%[activator], -4%, -23%, 2%
(42) O=C(Cc1ccccc1)Oc1coc(CSc2ncccn2)cc1=O
  ·, 17%, -2%, 27%, -7%, -1%, -13%, 1%, 0%

Not all compounds are listed; count on the stated rates, not on these rows.
